From PubChem BioAssay
S1P1 ag pot = activates or potentiates agonism at human S1P1 receptor; S1P1 CRE-bla cells, forskolin, beta-lactamase FRET, potentiator mode; S1P1 agonist co-added at EC20, 2 nM; 100% = saturating reference agonist, 0% = basal; activation, % at 9.5 µM; hit rate 0.57% among 56,000;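 active = activation above a cutoff set at the mean activation of all tested compounds plus 3 SD, cut at about 54% in these data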;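 also: forskolin at 4 µM as EC80 and the EC20 agonist is SEW2871; 100% = SEW2871 at its EC100 plus forskolin at EC80; some compounds past the cut are filed as inactive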
Target sequence (P21453 whole entry, looked up): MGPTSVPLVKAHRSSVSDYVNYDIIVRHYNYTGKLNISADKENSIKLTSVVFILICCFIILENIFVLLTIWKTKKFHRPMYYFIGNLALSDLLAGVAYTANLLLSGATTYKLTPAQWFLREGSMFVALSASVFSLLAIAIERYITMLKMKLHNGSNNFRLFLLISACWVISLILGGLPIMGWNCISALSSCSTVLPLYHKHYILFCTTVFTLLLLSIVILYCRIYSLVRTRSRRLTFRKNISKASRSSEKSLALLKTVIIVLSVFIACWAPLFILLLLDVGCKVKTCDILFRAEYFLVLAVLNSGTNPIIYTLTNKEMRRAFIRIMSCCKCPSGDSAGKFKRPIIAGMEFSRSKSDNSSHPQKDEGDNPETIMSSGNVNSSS
5HT1E antag = 5-HT1E (human) receptor antagonism | P28566 | CHO 5-HT1E Ga15 NFAT-bla reporter, FRET, antagonist | inhibition, % at 6 µM | hit rate 0.99% among 65,000;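 active = inhibition above a set limit, the mean inhibition across every tested compound plus 3 SD, cut at about 29% in these data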;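 also: signal is the 460 over 535 nm emission ratio of beta-lactamase substrate; 0% = agonist plus DMSO wells and 100% = wells without agonist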
Her2 expr inh = inhibitors of human Her2 kinase expression; P04626; SKBR-3 HER2 protein level, AlphaScreen, 18-24 h; active compounds read low; HER2 level % of control, % at 10 µM; hit rate 0.69% among 65,000; AID 645;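 active = HER2 level under 5% of the carrier-only control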;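 also: 100% = DMSO carrier and 0% = 500 nM PU-H71 HSP90 inhibitor; lower value means stronger loss of Her2 protein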
5HT1E ag = activates the human 5-HT1E serotonin receptor; hit rate 0.69% among 65,000; P28566; CHO 5-HT1E Ga15 NFAT-bla reporter, FRET; 0% DMSO wells, 100% control agonist wells; activation, % at 6 µM;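 active = activation above a set limit, the screen-wide mean activation plus 3 SD, cut at about 8.5% in these data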;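 also: 100% = positive control agonist at 1 µM giving full maximal response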
S1P3 ag = S1P3 (human) receptor agonism; activation, % at 4.5 µM; hit rate 0.1% among 60,000; S1P3 NFAT-BLA reporter cells, FRET ratio; relative to 1 µM S1P, basal subtracted;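 active = activation above the screen-wide mean plus 3 SD, cut at about 4.5% in these data, passing the limit was not always enough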; also: some compounds called inactive have numbers as strong as hits
Target sequence (Q99500 whole entry, looked up): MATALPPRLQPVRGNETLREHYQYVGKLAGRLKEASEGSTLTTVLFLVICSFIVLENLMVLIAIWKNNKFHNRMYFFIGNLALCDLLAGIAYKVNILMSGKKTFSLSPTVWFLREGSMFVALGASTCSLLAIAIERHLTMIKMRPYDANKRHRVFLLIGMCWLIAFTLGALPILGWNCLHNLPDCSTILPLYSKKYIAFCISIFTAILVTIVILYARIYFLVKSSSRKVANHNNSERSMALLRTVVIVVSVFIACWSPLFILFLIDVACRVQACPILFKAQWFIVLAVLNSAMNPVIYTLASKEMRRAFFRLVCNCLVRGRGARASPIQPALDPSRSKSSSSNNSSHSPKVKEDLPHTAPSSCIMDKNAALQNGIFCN
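Assay system: CHO cells stably expressing human S1P3, Gα16 and NFAT-β-lactamase reporter. Timing: overnight plating, 4 h compound 37 °C, 2 h substrate RT. Signal: β-lactamase FRET emission ratio 460/535 nm. Measure: percent activation versus median 1 µM S1P response, basal-subtracted, per plate. Repeats: primary screen single test, confirmation screen in triplicate.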
MMP13 inh = MMP13 (human) collagenase inhibition. MMP-13 fTHP FRET cleavage, Mca fluorescence. P45452. inhibition, % at 4 µM. hit rate 0.07% among 65,000;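 active = inhibition above the mean of compound-free control plate wells plus 3 SD, cut at about 14% in these data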;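 also: 0% = DMSO wells and 100% = wells with reference MMP-13 inhibitor after basal subtraction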
Autofluor 339 = intrinsic fluorescence of library compounds, ex339/em460 – biochemical, MLSMR library, data from DPM-DC assay, artefact control, profiling panel; compound autofluorescence, ex339/em460 nm, NADH buffer; active compounds read high; 1 = no-compound wells, NADH background; fluorescence fold increase at 10 µM; hit rate 5.5% among 65,000; AID 709;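 active = at 10 µM, mean starting fluorescence two-fold or more over control wells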;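 also: signal is the first read of a kinetic run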
A340 absorber = compound absorbs light at 340 nm | fold change at 10 µM | 65,000 tested, under 10 active | compound absorbance at 340 nm, fold over control;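 active = at 10 µM dose, initial 340 nm absorbance at least 2 fold that of control wells; inactive = change under 2 fold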;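 also: initial absorbance extrapolated from kinetic A340 decline of NADH oxidation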
5-HT1A blocker = blocks the human serotonin 5-HT1a receptor | P08908 | CHO 5-HT1a Ga15 NFAT-bla reporter, antagonist mode | inhibition, % at 10 µM | hit rate 0.68% among 62,000;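 active = inhibition above the mean of all tested compounds plus 3 SD, cut at about 43% in these data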;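 also: receptor stimulated by 5-CT agonist at 100 nM near EC80; beta-lactamase reporter measured by ratiometric fluorescence of a cleavable substrate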
Active calls of the source: *; / = no result given.

S1P1 ag pot,5HT1E antag,Her2 expr inh,5HT1E ag,S1P3 ag,MMP13 inh,Autofluor 339,A340 absorber,5-HT1A blocker,Structure
-3,10,111,-0.7,-0.3,7,1.1,1,-2,COC(=O)C(NC(=O)c1ccccc1)=C(C)C
-72,-11,123,0.5,0.4,-2,1.2,1,-22,c1ccc(-c2cc(-c3nnc4sc(-c5ccccn5)nn34)[nH]n2)cc1
24,6,67,-1.5,-0.7,0,1.1,1,18,CCOC(=O)c1ccc(NC(=O)CCc2nc(-c3ccccc3)no2)cc1
4,-16,88,0.0,0.7,-3,1,1,-9,Cn1cccc1Cc1nnc(SCC(=O)N2CCCc3ccccc32)n1-c1ccc(F)cc1
10,6,86,-0.7,-2.0,6,1.1,1,7,CCOC(=O)C1CCCN(C(=O)C2CCN(S(=O)(=O)N3CCC4(CC3)OCCO4)CC2)C1 (configuration not stated)
/,-4,51,-0.3,/,2,1.1,1,28,O=C(Nc1ccc(Br)cc1F)c1sccc1-n1cccc1
-2,4,88,-0.7,-0.5,-1,1.1,1,-2,CCS(=O)(=O)N1CCC(NC(=O)c2ccco2)CC1
-26,5,82,-0.2,-0.8,2,1.1,1,-5,CCCCCOc1ccc(C2C(C(C)=O)=C(C)Nc3ncnn32)cc1OC (configuration not stated)
-21,-3,90,0.7,-1.0,-2,1.1,0.98,-16,COc1cccc(N2CCN(C(=O)C3CCCN(S(=O)(=O)c4cnc[nH]4)C3)CC2)c1 (configuration not stated)
-1,0,105,0.8,-0.2,7,1.1,1,1,CCN(CC(=O)NC1CCS(=O)(=O)C1)C(=O)COc1ccccc1-c1ccccc1 (configuration not stated)
2,-2,90,-1.3,-0.6,1,1.1,1,15,Cc1ccccc1NC(=O)Cn1c(C)nc2ccc(NC(=O)C3CC3)cc2c1=O
-40,9,102,-1.1,0.1,-32,1.1,1,-12,CC1CCCC(C)N1Cc1cn2ccccc2n1 (configuration not stated)
-6,-3,77,-1.0,-0.2,2,1.1,1,-4,CC(=O)Nc1nc(N2C(=O)c3ccccc3C2=O)n(-c2ccccc2)n1
-15,-9,107,1.0,-3.7,-6,1.1,1.1,/,COc1ccc(N/C=C(\C#N)c2nc3ccccc3n2C)c(OC)c1
18,-8,43,-0.4,-1.0,1,1.2,0.99,3,CN(C)C(CNC(=O)c1cccnc1Sc1ccccc1)c1ccco1 (configuration not stated)
13,-3,109,0.1,-1.0,2,1.1,1,4,CCOC(=O)C(C)Sc1nnc(-c2ccccc2O)n1Cc1ccccc1 (configuration not stated)
-22,-6,86,0.3,-0.6,10,1.1,1,6,Cc1nn(-c2ccccc2)c2c1C(c1ccncc1)C(C#N)=C(N)O2 (configuration not stated)
11,-8,85,-0.7,-1.6,2,1.1,1,12,O=C(Nc1nn(Cc2ccccc2F)cc1Br)c1cccs1
18,14,97,5.2,-0.1,-1,1.1,1,5,CCOC(=O)N1CCN(c2cc(=O)n(C3CCCCC3)c(=O)[nH]2)CC1
/,-1,70,0.3,0.0,4,1.1,1,-6,CCC(=O)Nc1cccc(NC(=O)COc2ccc(OC)cc2)c1
/,-4,94,-0.4,-0.5,-2,1,1,-8,CCCc1n[nH]c2c1C(=O)C(C(=O)OC)C(C)(C)C2 (configuration not stated)
17,18,82,-0.2,0.0,-7,1.1,1.1,3,CCOC(=O)N1CCN(c2c(-c3ccc(C(C)C)cc3)c(=O)c2=O)CC1
10,-3,60,0.8,-0.9,0,1.1,1.1,1,Cc1nn(-c2ccccc2)c2c1C(c1ccco1)C(C#N)=C(N)O2 (configuration not stated)
/,0,95,-0.1,-0.2,6,1.1,1,10,Cc1ccc(SCc2[nH]nc3c2C2(CCSCC2)C(C#N)=C(N)O3)cc1
/,-10,61,0.0,/,7,1,1,-5,CC1=C(C(=O)OC2CCCCC2)C(c2cccnc2)n2nnnc2N1 (configuration not stated)

The list goes on; it opens with the 5 that closed the last part.
S1P1 ag pot,5HT1E antag,Her2 expr inh,5HT1E ag,S1P3 ag,MMP13 inh,Autofluor 339,A340 absorber,5-HT1A blocker,Structure
/,-4,94,-0.4,-0.5,-2,1,1,-8,CCCc1n[nH]c2c1C(=O)C(C(=O)OC)C(C)(C)C2 (configuration not stated)
17,18,82,-0.2,0.0,-7,1.1,1.1,3,CCOC(=O)N1CCN(c2c(-c3ccc(C(C)C)cc3)c(=O)c2=O)CC1
10,-3,60,0.8,-0.9,0,1.1,1.1,1,Cc1nn(-c2ccccc2)c2c1C(c1ccco1)C(C#N)=C(N)O2 (configuration not stated)
/,0,95,-0.1,-0.2,6,1.1,1,10,Cc1ccc(SCc2[nH]nc3c2C2(CCSCC2)C(C#N)=C(N)O3)cc1
/,-10,61,0.0,/,7,1,1,-5,CC1=C(C(=O)OC2CCCCC2)C(c2cccnc2)n2nnnc2N1 (configuration not stated)
/,1,79,0.5,0.0,-4,1.1,1,2,O=P(c1ccccc1)(c1ccccc1)C1CCCO1 (configuration not stated)
15,-1,129,0.1,-0.5,8,1.1,1,0,COc1ccc(COC(=O)C2=C(C)NC(=O)NC2c2ccc(O)c(OC)c2)cc1 (configuration not stated)
-8,10,108,-0.9,-0.1,-6,1,1,-2,CCn1c(C2CC(=O)N(c3cc(C)cc(C)c3)C2)nc2ccccc21 (configuration not stated)
-7,4,114,-0.5,-0.5,-6,1.1,1,5,COc1ccc(OC)c(S(=O)(=O)Nc2cccc(C(C)=O)c2)c1
-2,9,115,-0.6,-0.3,1,1.1,0.99,7,CCn1c(CNc2cccc(Cl)c2)nnc1SCC(=O)OC1CCCCC1
-15,-7,82,-0.2,-1.2,0,1.1,0.98,-7,Cc1cccc(C)c1NC(=O)CS(=O)CC(=O)NC1CCN(Cc2ccccc2)CC1 (configuration not stated)
-8,-3,112,0.8,-0.1,-4,1.1,0.99,3,CCOC(=O)c1sc(N(Cc2ccccc2)C(=O)CN2C(=O)CN(C)C2=O)nc1C
-36,-15,75,1.5,-0.5,3,1.1,1.1,4,N#C/C(=C(\O)c1ccco1)c1ccccn1
5,9,77,-1.6,-0.9,3,1,1,3,O=C(Nc1ccc2c(c1)OCCO2)c1c(F)c(F)c(F)c(F)c1F
-11,-1,109,1.6,0.6,1,1.1,1.1,6,COc1ccccc1-c1c(C)nn2c(NCCN3CCCC3)cc(C)nc12
-12,0,103,-0.5,0.1,7,1,0.99,5,c1cn(C23CC4CC(CC(C4)C2)C3)cn1
/,-14,64,0.4,/,5,1.2,1,-8,CCOc1ccc(NC(=O)CN(C)S(=O)(=O)c2cccs2)cc1
6,-11,99,0.5,-0.8,-19,1.9,1.1,8,CN1c2ccccc2-c2nc3ccccc3n2C1c1ccncc1 (configuration not stated)
/,13,188,0.9,/,6,1.1,1,-3,COc1ccc(OC)c(NC(=O)c2cn(C)c(=O)c3cc(OC)c(OC)cc23)c1
/,5,126,-0.5,/,7,1.1,1,-5,CC(=O)N1CCc2cc(S(=O)(=O)NCCC(=O)N3CCc4ccccc4C3)ccc21
-19,-11,87,-0.6,0.4,-6,1.1,1,-6,CCCCSc1nsc(NC(C)=O)n1
-4,1,95,-0.1,1.4,0,1,1,/,CCCCC1CC1C(=O)Nc1ccc(OC)c(OC)c1 (configuration not stated)
3,5,73,1.4,-0.9,6,1.1,1,-6,Cc1nnc(SCC(=O)NCCc2ccccc2)[nH]c1=O
-1,-9,82,-0.6,-1.2,-3,1,1,-10,CCC(Sc1nc(C)cc(C)n1)C(=O)O (configuration not stated)
48,8,104,0.6,-0.8,1,1,1.1,-2,Cc1cc(C(=O)CN2C(=O)CCC2=O)c(C)n1Cc1ccccc1
-22,-4,102,0.3,-0.8,8,1.1,1,-13,O=[n+]1c2c(n([O-])c3c1CCC3)CCCC2
-3,5,72,-0.7,-0.2,2,1,1,3,CC(=O)c1ccc(OCCCC(=O)OCc2nnc(-c3ccc(Cl)cc3)o2)cc1
-5,5,98,-0.1,-0.6,5,1.1,1,0,COC(=O)c1ccc(/C=N\n2c(C)nnc2C)cc1
-43,-5,86,0.3,0.2,0,1.1,1,-6,CCCCC(=O)Nc1ccc2c3c(cccc13)C(=O)N2CC
-16,-2,92,0.6,0.6,1,1.1,1,-6,O=C1c2ccncc2C(=O)N1CO
-47,2,110,-0.2,1.3,-5,1.1,0.99,-10,CCOc1ccc2nc(SCC#N)c(C#N)cc2c1
1,-2,88,0.0,-1.3,1,1.1,1.1,6,Fc1ccccc1OCCCN1CCOCC1
-19,14,113,-0.1,-0.7,-12,1.1,1,0,NC(=O)c1cccc2c3c([nH]c12)CCCC3
-7,-14,90,0.6,-1.4,4,1.1,1,13,CCOC(=O)c1oc2ccccc2c1CN1CCN(C(=O)c2ccccc2)CC1
2,-3,103,-0.2,-0.8,-2,1.1,1,35,COc1ccc(OC)c(C(c2nnnn2C2CCCC2)N2CCN(c3ccc(F)cc3)CC2)c1 (configuration not stated)
/,-9,69,0.9,/,-10,0.7,1,-3,Cc1cc(N2CCN(C(=O)c3ccco3)CC2)n2nc(-c3cccc(Cl)c3)cc2n1
2,5,74,-0.7,-0.4,-1,1.1,1,-4,COc1ccc(N2CCN(C(=O)c3ccc(S(=O)(=O)N4CCOCC4)cc3)CC2)cc1
3,-2,115,-0.2,-1.1,-7,1,1.1,7,COc1ccccc1-c1coc2cc(O)cc(O)c2c1=O
-3,-2,-28*,1.5,0.5,0,1.1,1,15,Cc1ccc(-n2nc(C)c3c2OC(N)=C(C#N)C3c2ccc(F)cc2)cc1 (configuration not stated)
75,-2,99,0.2,-1.0,6,1.1,0.98,4,CCCCOc1ccc(S(=O)(=O)n2c(C)nc3ccccc32)cc1
-6,13,82,0.2,-0.7,-3,1.1,1,8,COc1ccc(-c2nnc3ccc(SC)nn23)cc1
-6,-4,84,0.1,0.3,2,1.1,1,-5,CC1C2C(C)N(C)C(=O)N(C)C2N(C)C(=O)N1C (configuration not stated)
-1,-7,127,0.2,-0.4,0,1.1,1,-1,COc1ccc(C(C(=O)NC2CCCC2)N(C(=O)c2ccco2)c2ccc3c(c2)OCO3)cc1OC (configuration not stated)
-19,-4,101,0.2,-0.6,-3,1.5,1,4,Cc1ccc(C(=O)COC(=O)CCc2nc3ccccc3[nH]c2=O)cc1C
4,-8,99,0.9,1.0,1,1,0.98,-5,COc1ccccc1NC(=O)C1CCCN(S(=O)(=O)c2cnc[nH]2)C1 (configuration not stated)
-11,1,117,-1.1,-0.9,4,1.1,0.99,15,O=C(O)CCN1CCOCC1
13,9,107,0.2,-1.6,3,1.1,1,7,COc1ccccc1NC(=O)C1=C(C)NC(=O)NC1c1cccc(OC)c1OC (configuration not stated)
-8,-1,145,-0.8,0.5,-5,1.1,0.98,-1,NC(=O)C1(N2CCCCC2)CCN(C(=O)c2ccc(-n3cnnn3)cc2)CC1
-1,-11,82,1.6,0.5,-6,0.99,0.99,/,CN(C)CCC=C1c2ccccc2CCc2ccccc21
-6,-5,103,0.2,-1.5,6,1.1,1,5,COc1ccc(NC2SC(=O)N(CC(=O)O)C2=O)cc1 (configuration not stated)
-8,-7,103,0.7,-0.2,4,1.5,1,-3,COc1ccc(Cl)cc1CSc1n[nH]c(C)n1
